High-throughput results deposited in PubChem by several laboratories.
OXTR agonist – activates the human oxytocin receptor; P30559; AID 2435; actives 0.32% (n = 320,000); CHO-OTR cells, Fluo-8 calcium fluorescence; normalized: DMSO 0%, oxytocin 100%; activation, % at 3 µM;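 active = activation above the mean of all tested compounds plus 3 SD, cutoff set per screening run, cut at about 20% in these data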;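 also: peak over basal fluorescence ratio from a 100 s FLIPR kinetic read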
OXTR potentiate – potentiators of human oxytocin receptor; actives 0.061% (n = 320,000); AID 2445; CHO-OTR cells, Fluo-8 calcium fluorescence, potentiator mode; 0% = oxytocin EC15, 100% = EC100; P30559; activation, % at 3 µM;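 active = activation above that plate's cutoff, the mean activation of tested compounds plus 3 SD, cut at about 6.6% in these data, passing the limit was not always enough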;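 also: 100% uses oxytocin at 75 nM as the full agonist control; some results filed as inactive read as strong as hits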
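Replication – single well per compound, singlicate · Assay system – CHO cell line stably expressing human OTR · Timing – 6 min pre-incubation, 100 s read · Measure – normalized max/min fluorescence ratio, % activation · Doses – 3.0 µM, one dose · Detection – Fluo-8 calcium dye fluorescence · Probe or stimulus – oxytocin near EC15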
M18AAP inhibitor – PfM18AAP enzyme inhibition; recombinant PfM18AAP, H-Glu-NHMec fluorogenic cleavage; inhibition, % at 7.35 µM; actives 1.2% (n = 290,000);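 active = inhibition above the campaign mean inhibition over all tested compounds plus 3 SD, cut at about 28% in these data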;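 also: 0% = plate median of test compound wells and 100% = 2 mM ZnCl2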
V1aR counter – V1a receptor agonism, counter-screen for OXTR agonists | CHO-V1R cells, Fluo-8 calcium fluorescence, agonist mode; 0% DMSO, 100% 3 nM vasopressin | actives 0.25% (n = 320,000) | P37288 | activation, % at 3 µM | AID 2797;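 active = activation above the mean activation of all tested compounds plus 3 SD, per screening run, cut at about 20% in these data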;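 also: signal is peak over basal fluorescence ratio across a 100 second FLIPR read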
Target sequence (P37288 whole entry, looked up): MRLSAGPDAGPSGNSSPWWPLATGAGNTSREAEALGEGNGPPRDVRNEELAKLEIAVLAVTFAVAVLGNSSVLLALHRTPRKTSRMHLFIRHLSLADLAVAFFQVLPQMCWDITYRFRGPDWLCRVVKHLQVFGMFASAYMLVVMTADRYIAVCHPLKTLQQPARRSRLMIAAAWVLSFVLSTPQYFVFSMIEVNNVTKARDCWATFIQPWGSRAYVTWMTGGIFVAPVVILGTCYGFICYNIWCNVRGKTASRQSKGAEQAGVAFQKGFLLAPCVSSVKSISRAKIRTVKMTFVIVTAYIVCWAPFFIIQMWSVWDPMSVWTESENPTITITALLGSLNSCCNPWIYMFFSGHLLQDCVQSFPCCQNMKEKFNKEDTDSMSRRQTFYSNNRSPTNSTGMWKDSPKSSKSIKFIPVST
MEKK2 mut-MEK5 – signal of MEK5 binding to mutant human MEKK2 PB1 domain; actives 0.35% (n = 290,000); percent response, % at 10 µM; AID 1530; bead flow cytometry, Alexa488-MEK5 binding to MEKK2 mutant; in the data active = percent response above about 24%, passing the limit was not always enough; also: inactives centre near 1; some results filed as inactive read as strong as hits
NALP1 yeast inh – blocks the NALP1 inflammasome reconstituted in yeast; inhibition, % at 10 µM; S. cerevisiae NALP1/ASC/caspase-1 growth, X-gal OD620, 72 h; AID 2071; actives 0.61% (n = 280,000); in the data active = inhibition mostly above about 24%, no sharp cut-off; inactive = mostly below about 32%; also: some compounds called inactive have numbers as strong as hits
GPR7 antag – human neuropeptides B/W receptor 1 antagonism; P48145; GPR7-expressing cells, fluorescence antagonist assay; inhibition, % at 4.4 µM; actives 1.1% (n = 290,000); in the data active = inhibition above about 16%, passing the limit was not always enough;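 also: cells stimulated with the agonist NPW; 0% = agonist with vehicle and 100% = vehicle without agonist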
Target sequence (P48145 whole entry, looked up): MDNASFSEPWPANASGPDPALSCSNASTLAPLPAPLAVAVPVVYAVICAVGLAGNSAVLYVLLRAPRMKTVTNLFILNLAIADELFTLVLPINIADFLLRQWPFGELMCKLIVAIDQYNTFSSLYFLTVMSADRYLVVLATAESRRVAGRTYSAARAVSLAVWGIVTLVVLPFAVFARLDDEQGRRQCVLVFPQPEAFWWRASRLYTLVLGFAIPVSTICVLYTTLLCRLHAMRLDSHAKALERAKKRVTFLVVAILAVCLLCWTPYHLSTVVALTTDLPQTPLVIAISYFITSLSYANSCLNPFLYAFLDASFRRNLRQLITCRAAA
MEKK2 WT-MEK5 – raises or lowers MEK5 binding to wildtype human MEKK2 PB1 domain. Q9Y2U5. bead flow cytometry, Alexa488-MEK5 binding to MEKK2 WT; actives lie on both sides. binding response (% of control), % at 10 µM. actives 1.1% (n = 290,000). AID 1531; in the data active = binding response below about 67% or above about 130%
GalR3 antag – antagonists of human GalR3 | O60755 | HEK293 GalR3-CNG cAMP membrane potential fluorescence; galR3 body fused to GalR1 C-terminus | inhibition, % at 3 µM | actives 0.44% (n = 360,000);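 active = inhibition above the screen-wide average plus 3 SD, cut at about 13% in these data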;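 also: forskolin and galanin both at EC90 stimulate the cells; cAMP rise reported by CNG channel membrane potential dye signal; 0% = forskolin plus galanin with DMSO and 100% = forskolin alone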
Target sequence (O60755 1-299 limits assumed): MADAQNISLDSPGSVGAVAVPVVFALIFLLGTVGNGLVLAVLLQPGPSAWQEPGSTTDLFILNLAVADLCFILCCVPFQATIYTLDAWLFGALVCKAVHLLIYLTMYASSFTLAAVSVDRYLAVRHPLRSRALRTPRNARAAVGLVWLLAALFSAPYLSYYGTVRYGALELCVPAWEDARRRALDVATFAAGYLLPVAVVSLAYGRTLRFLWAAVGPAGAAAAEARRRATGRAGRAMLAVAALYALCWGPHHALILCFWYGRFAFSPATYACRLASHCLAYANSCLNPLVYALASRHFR
An asterisk follows results filed as active; . = no result given; & = joins results of further samples.

cpd	structure	OXTR agonist	OXTR potentiate	M18AAP inhibitor	V1aR counter	MEKK2 mut-MEK5	NALP1 yeast inh	GPR7 antag	MEKK2 WT-MEK5	GalR3 antag
1	CC(=O)C1=C(O)C(=O)N(c2ccc(Br)cc2)C1c1ccccc1[N+](=O)[O-] (configuration not stated)	1.4	6	20	0.4	14	-10	-16	114	-11
2	COc1cc(S(=O)(=O)n2cnc(C)c2)ccc1Cl	0.1	-3	-2	0.5	-9	-3	-5	85	-9
3	Cc1cc(C)c(C)c(S(=O)(=O)N2CCN(C(=O)c3ccccn3)CC2)c1C	-0.5	-4	.	2.5	.	.	.	.	-6
4	COCc1nc(-c2cc(Br)ccc2OC)no1	-1.2	-19	-3	-0.8	4	18	-8	103	-1
5	O=C(/C=C/c1cn(-c2ccccc2)nc1-c1cccc(Cl)c1)N1CCN(c2ccccn2)CC1	0.0	-9	-1	-0.5	8	3	-11	111	-4
6	O=[N+]([O-])c1ccc(C2CN=C(Nc3ccccc3)S2)cc1 (configuration not stated)	2.6	-12	0	3.3	.	2	9	.	-6
7	CC1(C)CC(NC(=O)C2CCC(=O)N(Cc3ccccc3F)C2)CC(C)(C)C1 (configuration not stated)	.	.	-4	.	3	6	-7	105	-3
8	Cc1ccc(CCC(=O)Nc2ccccc2F)s1	-1.7	0	-7	-0.2	3	3	5	98	-1
9	COc1ccc([C@H]2[C@H](C(=O)OC(C)(C)C)N3N=Cc4ccccc4C3C23C(=O)c2ccccc2C3=O)cc1OC (some centres not stated)	-0.8	-14	20	-0.3	1	34	6	101	.
10	O=S(=O)(c1ccc(Br)cc1)c1nc(-c2ccccc2)oc1N1CCOCC1	-0.1	4	-12	-1.0	-3	15	0	97	-1
11	O=C(Nc1cccnc1)c1ccc(Cl)c(S(=O)(=O)N2CCOCC2)c1	1.9	-9	-7	1.4	-4	20	14	103	-6
12	COc1cc(C(=O)Nc2cc(C)nn2-c2ccccc2)cc(OC)c1OC	0.6	-3	-1	-0.3	0	9	-4	99	-8
13	C[C@@H](O)C1NC(=O)[C@H](CCCCN)NC(=O)c2cc([N+](=O)[O-])cc(F)c2NCCCC[C@@H](C(N)=O)NC1=O (some centres not stated)	0.1	1	-9	0.4	14	13	-9	141*	.
14	Cc1ccc(S(=O)(=O)CCC(=O)Nc2nc(-c3cccnc3)cs2)cc1	3.9	-8	3	5.0	3	17	1	105	-7
15	O=C(CSc1oc(-c2ccco2)nc1S(=O)(=O)c1ccc(Cl)cc1)NCC1CCCO1 (configuration not stated)	3.9	-2	-4	1.6	8	6	-1	103	-1

Marked active in MEKK2 WT-MEK5, among the entries above:
No.	canonical_smiles	M18AAP inhibitor	MEKK2 mut-MEK5	NALP1 yeast inh	GPR7 antag	MEKK2 WT-MEK5	GalR3 antag
13	C[C@@H](O)C1NC(=O)[C@H](CCCCN)NC(=O)c2cc([N+](=O)[O-])cc(F)c2NCCCC[C@@H](C(N)=O)NC1=O (some centres not stated)	-9	14	13	-9	141*	.

Following part.
cpd	structure	OXTR agonist	OXTR potentiate	M18AAP inhibitor	V1aR counter	MEKK2 mut-MEK5	NALP1 yeast inh	GPR7 antag	MEKK2 WT-MEK5	GalR3 antag
16	COc1cc(CNC(=O)c2cccc(COc3ccc(Cl)cc3)c2)cc(OC)c1	3.4	-5	1	4.1	8	32	-2	120	-5
17	CCCCCCCNC(=O)C1(CC2CC(c3cccc(Br)c3)=NO2)CCN(C(=O)C2CCCC2)CC1 (configuration not stated)	-0.8	-17	.	0.3	.	.	.	.	0
18	CC(=O)Nc1ccc(S(=O)(=O)NCCC(=O)OCc2ccc([N+](=O)[O-])cc2)cc1	6.2	-9	7	8.3	8	4	11	108	-5
19	COC(=O)c1ccc(/C=C/c2c(-c3ccc(OC)cc3)sc3ccccc23)cc1	1.0	-2	.	0.2	.	.	.	.	-2
20	CCOC(=O)C1=C(Nc2ccccc2)CC(C)(O)C(C(=O)OCC)C1c1ccc(Cl)cc1 (configuration not stated)	-1.9	-10	4	-1.1	-1	23	5	97	-7&-7
21	CC(=O)c1ccc(NC(=O)Nc2ccc(Cl)cc2)cc1	19	-13	0	11	8	57	18	110	-3
22	CCOC(=O)C1=C(c2cccc(Oc3ccccc3)c2)NC(=S)NC1C (configuration not stated)	-0.9	-11	-8	-1.1	8	27	0	96	-4
23	CCC(C)NC(=O)C1CCN(S(=O)(=O)c2cc([N+](=O)[O-])ccc2Cl)CC1 (configuration not stated)	-0.1	-2	-1	0.6	12	-4	-11	100	-4
24	Cc1ccc(-c2csc3nc(C)n(N)c(=O)c23)cc1	-2.2	4	5	-0.2	-1	-9	-6	104	-3
25	CN(C)CC(C)(C)CNC(=O)CC1C(=O)NCCN1Cc1ccc(-c2ccccc2)cc1 (configuration not stated)	1.2	-4	1	0.3	7	8	0	117	1
26	C/C(=N\NC(=O)C(O)c1ccccc1)c1ccc(Br)s1 (configuration not stated)	0.5	-7	1	3.4	0	20	-8	101	-13
27	COc1ccc(N2CCN(C(=O)CCNC(=O)Cn3ccc4ccccc4c3=O)CC2)cc1	-1.1	-3	11	0.0	7	14	-13	107	-2
28	CCOc1ccccc1NC(=S)N(Cc1cc2ccc(C)cc2[nH]c1=O)CC1CCCN1CC (configuration not stated)	-1.4	0	12	-0.1	0	0	-1	105	-3
29	Cc1ccc(Br)c(NS(=O)(=O)c2cccc(C(=O)N3CCNC(=O)C3)c2)c1	2.1	-6	.	1.8	.	.	.	.	-3
30	Cc1nc2ccccc2n1CC(=O)N/N=C/c1cccnc1	1.1	3	0	-0.8	0	-2	-3	103	-6
31	CC(OC(=O)CCCOc1ccccc1)C(=O)Nc1ccc(Cl)cn1 (configuration not stated)	-1.9	-2	.	-1.4	.	.	.	.	-8
32	CN(C(=O)CCc1nnc(CCCCc2ccccc2)o1)C1CC(C)(C)NC(C)(C)C1	1.1	1	4	0.8	-13	-6	-2	91	3
33	CSc1ccc(CCNC(=O)c2nn(C)c3c2CS(=O)(=O)c2ccccc2-3)cc1	3.5	-14	-2	6.6	-3	22	12	100	-3
34	Cc1cc(=O)oc2c(C)c(OCC(=O)N3CC[C@@]4(O)CCCC[C@H]4C3)ccc12	0.5	-3	0	-0.2	2	16	-5	103	5
35	Cc1noc(C)c1NC(=O)Nc1cccc2c1O[C@H](CN(C)C(=O)Nc1ccc3c(c1)OCO3)[C@@H](C)CN([C@H](C)CO)C2=O	1.9	-3	.	1.6	.	.	.	.	-5
36	Cc1ccc(C(=O)Nc2cccc(C(=O)NC3CCCC3)c2)cc1	-0.2	0	1	1.4	3	4	-11	100	-3
37	O=C(CCCC(=O)c1ccccc1)NCc1ccccc1	-0.3	3	-7	-0.9	4	17	-4	104	-13
38	O=C1c2ccccc2NC(c2ccc(O)cc2)N1Cc1ccco1 (configuration not stated)	-1.4	-5	-5	-0.6	1	31	12	100	-2
39	CCn1ncc(Br)c1C(=O)NC(C)c1ccccc1 (configuration not stated)	0.0	-14	1	0.5	3	-2	2	103	-2
40	O=C(O)c1cc([N+](=O)[O-])c(Nc2cccc3ccccc23)c([N+](=O)[O-])c1	-0.3	-2	4	-0.7	5	13	-1	105	-8
41	COc1cc(C(c2c(C)[nH][nH]c2=O)c2c(C)[nH][nH]c2=O)cc(Br)c1OC	-1.2	1	38*	0.8	3	-6	9	101	-6
42	CCC1=C(OC(=O)N(CC)CC)N2C(=O)OC(=NCCc3c[nH]c4ccccc34)[C@]2(Cc2ccccc2)[C@H]2C1=CC[C@H]1C(=O)NC(=O)[C@H]12	-0.9	-8	.	0.9	3	.	.	93	-6
43	Cc1cccc(N2CCN(c3nc4ccc(Cl)cc4n4cnnc34)CC2)c1C	0.6	-8	0	0.0	12	35	-13	98	0
44	CCN(CCCNC(=O)C1c2ccccc2C(=O)N(CCOC)C1c1ccc(F)cc1)Cc1ccccc1 (configuration not stated)	1.4	-6	-10	0.2	-13	4	-3	81	-6
45	COc1ccc(S(=O)(=O)N(C)C)cc1NCC(=O)Nc1cccc(C#N)c1	-1.6	1	0	0.1	-2	13	1	96	-6
46	Cc1cc(NC(=O)COc2ccc3oc4ccccc4c3c2)no1	0.1	-8	-9	0.8	4	0	4	103	0
47	Cc1noc(C)c1S(=O)(=O)Nc1ccc(C(=O)O)cc1	0.8	-11	-10	0.0	-1	19	-5	100	3
48	CCOc1cc(C(=O)N2CCN(c3ccc(C(C)=O)cc3)CC2)cc(OCC)c1OCC	-1.3	4	2	-1.6	9	7	-7	106	-6
49	COc1ccc(NC(=O)C2CCN(C(=O)c3cccs3)CC2)cc1OC	-0.4	-4	2	0.1	2	10	0	100	8
50	CCCC(=O)Nc1nc2ccc(OC)cc2s1	-1.5	0	-11	-0.8	3	.	-1	108	-5
51	CCCOc1ccc(N2C(=O)CC(NCCNc3ccc([N+](=O)[O-])cn3)C2=O)cc1 (configuration not stated)	-2.4	-8	-6	1.0	-6	9	-13	93	1
52	CSC1=NCCN1C(=O)c1c(-c2c(F)cccc2Cl)noc1C	1.0	-6	-8	1.5	-9	4	-6	97	-4
53	COc1cc(NC(=O)CCc2c(C)noc2C)c(Cl)cc1C(=O)O	0.5	-1	.	0.2	.	.	.	.	0
54	Cc1ccnc(NS(=O)(=O)c2ccc(NC(=O)c3c(-c4ccccc4Cl)noc3C)cc2)n1	1.0	2	13	-0.1	1	-153	-1	100	-2
55	CCN(CC)S(=O)(=O)c1cccc(C(=O)N[C@H](C(=O)Nc2nc3ccccc3s2)C(C)C)c1	-0.7	-19	-3	0.1	2	21	-11	92	4
56	COc1ccc2c(C(=O)c3ccc(C)cc3)n(CCCC(N)=O)[n+]([O-])c2c1	0.2	-3	.	-0.6	.	.	.	.	-9
57	COc1ccccc1C(=O)Nc1cccc(NC(=O)c2ccccc2C)c1	.	.	0	.	4	9	-25	108	3
58	CCN(C(=O)COC(=O)c1ccc(C)c(S(=O)(=O)N2CCOCC2)c1)C1CCS(=O)(=O)C1 (configuration not stated)	0.1	0	.	1.1	.	.	.	.	-3
59	COc1ccc(NS(=O)(=O)c2ccc(NC(=S)NC(=O)c3cccnc3)cc2)nn1	1.0	-4	1	0.6	-3	-20	1	95	-3
60	O=C(C1CCCN(CCCc2ccccc2)C1)N1CCCCC1 (configuration not stated)	-0.2	-4	-7	1.2	-1	24	-3	109	-4
61	Cc1ccccc1NC(=O)c1cc(N)ccc1N1CCCCC1	-1.9	-7	7	-1.6	4	23	-8	98	-2
62	CCOC(=O)c1c(NC(=O)CSc2n[nH]c(CNc3ccccc3)n2)sc(C)c1C	-2.2	-7	1	-0.9	4	16	-3	102	-5
63	Cc1ccc(N2C(=O)CC(N3CCN(c4ccccn4)CC3)C2=O)cc1 (configuration not stated)	-0.4	-7	-2	-0.9	1	-3	-2	97	-2
64	CCc1c(C)nc(SCC(=O)Nc2ccc3c(c2)OCCO3)[nH]c1=O	0.4	-10	3	0.6	-17	8	1	92	-1
65	CC(Sc1nnc(C2CC2)n1C)C(=O)Nc1ccc2c(c1)CCC2 (configuration not stated)	-1.3	-5	.	-1.0	.	.	.	.	-4
66	N#Cc1nc(-c2ccc(F)cc2)oc1NCCCn1ccnc1	1.3	-12	-1	0.3	-3	12	0	95	.

This is a random part of the collection (roughly 4.1% active in at least one column).
